# miR-122 sensor: miR-122 Renilla sensor signal increase in Huh7, primary screen, miR-122 inhibitor project, cell-based, single point, plate reader; AID 602342, 2012; hit rate 0.3% among 340,000; Huh7 miR-122 Renilla luciferase sensor, 48 h; neutral wells = 0, positive control = 100; activation (reporter increase), % at 12.5 µM;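 active means mean replicate activation score at least 90 and every replicate individually at or above 90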;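 further: higher luciferase means less miR-122 activity so hits act as miR-122 inhibitors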
# RAD52 inh: RAD52 DNA annealing inhibitors, primary screen, biochemical, FRET, single point, set 2. hit rate 0.46% among 360,000. DNA repair protein RAD52 homolog (Homo sapiens), P43351. inhibition, % at 18.7 µM. recombinant RAD52 DNA annealing, FRET fluorescence;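 active means every replicate showing at least 50% inhibition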
# Target sequence (P43351 whole entry, looked up): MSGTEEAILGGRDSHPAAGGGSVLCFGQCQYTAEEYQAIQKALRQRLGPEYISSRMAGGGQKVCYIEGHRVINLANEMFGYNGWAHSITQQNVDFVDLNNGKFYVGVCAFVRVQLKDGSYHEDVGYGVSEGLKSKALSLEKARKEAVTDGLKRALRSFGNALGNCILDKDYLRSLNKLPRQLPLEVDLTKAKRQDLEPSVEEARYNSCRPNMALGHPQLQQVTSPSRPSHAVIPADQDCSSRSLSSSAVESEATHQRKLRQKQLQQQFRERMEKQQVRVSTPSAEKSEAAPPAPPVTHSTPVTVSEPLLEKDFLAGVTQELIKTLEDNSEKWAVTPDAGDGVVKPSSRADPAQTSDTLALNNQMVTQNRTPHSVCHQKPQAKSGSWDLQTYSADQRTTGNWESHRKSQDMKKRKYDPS
# E-sel inducer: E-selectin induction in HUVECs, primary screen, imaging, HUVEC, immunofluorescence imaging, single point; P16581; normalized: neutral wells 0, TNF-alpha wells 100; activation, % at 7.58 µM; hit rate 0.37% among 260,000;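 active means mean E-selectin-positive cell signal at least 10% of the positive control, reached in at least 60% of replicates, without over 20% cell loss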;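 further: in these data hits start at about 27%; measured in HUVEC primary endothelial cells; signal is the percent of cells scored E-selectin positive by PE staining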
# Target sequence (P16581 whole entry, looked up): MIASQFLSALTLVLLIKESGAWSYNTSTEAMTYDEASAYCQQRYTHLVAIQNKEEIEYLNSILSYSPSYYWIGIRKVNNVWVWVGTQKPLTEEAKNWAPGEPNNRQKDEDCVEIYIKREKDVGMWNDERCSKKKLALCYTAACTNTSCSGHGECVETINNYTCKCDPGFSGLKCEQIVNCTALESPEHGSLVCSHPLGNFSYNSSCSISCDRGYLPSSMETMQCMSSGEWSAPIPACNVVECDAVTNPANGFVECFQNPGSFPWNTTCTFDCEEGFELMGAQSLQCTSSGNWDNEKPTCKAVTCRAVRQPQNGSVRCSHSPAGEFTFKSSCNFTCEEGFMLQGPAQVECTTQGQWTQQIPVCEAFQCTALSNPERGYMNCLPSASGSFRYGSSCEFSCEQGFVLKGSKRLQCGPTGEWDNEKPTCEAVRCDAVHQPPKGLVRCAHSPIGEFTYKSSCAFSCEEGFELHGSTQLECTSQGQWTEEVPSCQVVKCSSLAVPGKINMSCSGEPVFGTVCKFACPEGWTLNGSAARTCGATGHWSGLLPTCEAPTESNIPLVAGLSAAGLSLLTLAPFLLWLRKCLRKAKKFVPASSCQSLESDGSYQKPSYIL
#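 Assay system: HUVEC primary endothelial cells. Input: 3,000 HUVEC seeded per well. Doses: one compound dose added by pin transfer. Read-out basis: % PE-positive cells. Benchmarks: TNF-alpha high, DMSO low. Detection: immunofluorescence imaging. Buffer or medium: EGM-2, gelatin.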
# Cneo AK release: Cryptococcus neoformans cell lysis inducers, primary screen, AK release luminescence, single concentration | C. neoformans lysis, adenylate kinase release luminescence, 4 h; normalised: neutral wells 0, clomiphene wells 100 | lysis activity, % at 15 µM | hit rate 0.2% among 360,000;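 active means mean lysis activity across replicates of at least 80%, whatever share of replicates individually reach that level; inactive means mean lysis activity below 80%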
#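 Material – Cryptococcus neoformans yeast cells · Quantity – 5 × 10^6 yeast cells/mL · Buffer or medium – YPD medium · Compound – single dose · Timing – 4 h static compound exposure, 37 °C, read 1 h post-reagent · Signal – adenylate kinase release luminescence · Read-out basis – lysis from increased AK signal · Benchmarks – Clomiphene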
# ERAP1 HTS inh: human ERAP1 aminopeptidase inhibitors, primary screen, biochemical, single point, plate reader. Endoplasmic reticulum aminopeptidase 1 (Homo sapiens), Q9NZ08. recombinant ERAP1, Leu-AMC fluorescence, 60 min. inhibition, % at 10.7 µM. hit rate 0.15% among 340,000. AID 652197, 2013;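 active means mean replicate inhibition of at least 30%, or all replicates individually reaching that 30% level; inactive means mean below 30% and not every replicate reaching it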;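 further: 0% = neutral control wells and 100% = L-leucinethiol positive control wells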
# RAD54 branch: inhibitors of human RAD54 branch migration, primary screen, biochemical, fluorescence, single point. DNA repair and recombination protein RAD54-like (Homo sapiens), Q92698. RAD54 Holliday junction branch migration, FAM/BHQ fluorescence. inhibition, % at 10.4 µM. hit rate 0.14% among 360,000;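 active means mean normalized replicate activity at least 40 and at least half of replicates scoring 40 or more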;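 further: 0% = median of neutral control wells and 100% = median of positive control wells; inhibitors cause a drop in the FAM fluorescence signal; in these data hits start at about 50%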
# PglD DTNB: C. jejuni PglD acetyltransferase inhibitors, primary screen, biochemical, DTNB colorimetric, single point. inhibition, % at 12.5 µM. purified PglD enzyme, DTNB colorimetric CoA detection. AID 602405, 2012. hit rate 0.098% among 360,000; in the data active means inhibition above about 16%, passing the limit was not always enough; further: strong numbers were not always called active
# PGC1a acetyl inh: inhibitors of PGC1a acetylation signal, primary screen, cell-based, U2OS, AlphaScreen, inhibitor mode; inhibition, % at 15.6 µM; AID 651687, 2012; AlphaScreen anti-acetyl-lysine; with virally co-expressed GCN5 acetyltransferase; hit rate 0.17% among 350,000;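 active means every replicate shows inhibition of at least 40%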;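 further: 0% = neutral control wells and 100% = positive control wells; some results beyond the cut were filed as inactive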
# Starred values were filed as active, the others as inactive; · = not tested or not shown; [ ] = dose if it differs, or a comment.
SMILES,miR-122 sensor,RAD52 inh,E-sel inducer,Cneo AK release,ERAP1 HTS inh,RAD54 branch,PglD DTNB,PGC1a acetyl inh
CCOC(=O)c1cnn(-c2ccc(C)cc2)c1N,-2,·,·,0,·,-8,0,14
O=C(C1CCOCC1)N1CC(=O)N2[C@H](CO)[C@H](c3ccc(C#CCc4ccccc4)cc3)[C@H]2C1,·,-11,-0.1,·,1,·,·,-6
O=C(C[C@@H]1CC[C@H](NC(=O)CN2CCOCC2)[C@@H](CO)O1)NCCc1ccncc1,2[16.7 µM],7,0.0,53,-1,1,0,-16
CCC(C)c1ccc(NC(=S)N2CCN(c3ccccn3)CC2)cc1 (stereo not given),·,-25,-0.6,105*,-1,-3,5,·
CCN1CCCC1CNC(=O)CSCc1nc(-c2ccccc2C)oc1C (stereo not given),-2,·,·,-2,·,3,·,3
O=C(NCc1ccccc1)Nc1nnc([C@@H]2C[C@H](O)[C@@H](CO)O2)s1,-2,8,-0.2,0,0,-5,-1,-1
Cc1cccc(CN2CCC(CNC(=O)C3CCCN(S(=O)(=O)c4cnc[nH]4)C3)CC2)c1 (stereo not given),-4,·,·,-2,·,10,-8,0
CCOc1cc2[nH]c(=S)n(CCOC)c(=O)c2cc1OCC,0,·,·,-2,·,-3,8,-6
COC(CNC(=O)c1ccc2c(c1)nc(C)n2-c1cccc(F)c1)OC,-2,-5,·,0,5,6,12,-6
CCc1nn(CC(=O)NCCCN(C)C2CCCCC2)c(=O)c2cc3occc3n12,-2,·,·,-2,·,-5,-5,-1
O=C(Nc1ccc(Br)cc1)c1cccc(OC(=S)N2CCOCC2)c1,-8,-14,·,-1,1,1,1,·
CO[C@@H]1CN(C)C(=O)c2ccc(NC(=O)c3cnccn3)cc2OC[C@@H](C)N(CC2CC2)C[C@@H]1C,·,-3,-0.1,·,-3,·,·,-13
Cc1ccc(NC(=O)CCC(=O)NNC(=O)c2ccccc2[N+](=O)[O-])c(C)c1,·,-12,0.9,·,-5,·,·,15
C[C@H](CO)N1C[C@H](C)[C@@H](CN(C)C(=O)NC2CCCCC2)Oc2cc(-c3cccnc3)ccc2S1(=O)=O,-6[16.7 µM],-7,0.2,51,-1,8,7,-12
CO[C@@H]1CN(C)C(=O)c2ccc(NS(=O)(=O)c3ccc(C)cc3)cc2OC[C@@H](C)N(Cc2ccccn2)C[C@H]1C,·,-4,-0.1,-3,0,-12,2,-9
Cc1ccc(S(=O)(=O)N(C)C[C@H]2Oc3ccc(NS(=O)(=O)c4ccc(Cl)cc4)cc3C(=O)N([C@@H](C)CO)C[C@@H]2C)cc1,-10[16.7 µM],9,-7.3,·,13,·,·,-11
Cc1cc(C(=O)NNC(=O)c2nn(C)c(=O)c3ccccc23)c(C)o1,4,-8,·,-2,-2,14,-1,4
O=C(C[C@@H]1CC[C@@H]2NC[C@@H](O)COC[C@H]2O1)NCc1ccc2c(c1)OCO2,-1[16.7 µM],-19,-0.1,5,0,4,-4,0
CCC(CC)C(=O)Nc1c2c(nn1-c1ccc(F)cc1)CS(=O)(=O)C2,·,-11,·,-1,0,13,1,0
COC(=O)c1cc(COC(=O)COc2ccc(C)c(C)c2)oc1C,-4,-10,·,0,4,4,4,-15
CO[C@H]1CN(C)C(=O)c2ccc(NS(C)(=O)=O)cc2OC[C@@H](C)N(C(=O)C2CCC2)C[C@H]1C,9[16.7 µM],-1,-0.2,0,-3,6,1,·
O=C(CS(=O)(=O)c1ccccc1)NCc1ccccc1,-10,-6,-0.7,1,-1,-6,-4,-3
N#C[C@@H]1[C@@H](c2ccc(C#Cc3ccccc3F)cc2)[C@H](CO)N1C(=O)C1CCOCC1,·,-115,1.0,0,-2,-24,1,0
CC(=O)Nc1cc2nc(C)n(Cc3ccc([N+](=O)[O-])cc3)c2nc1C,-11,-10,-0.1,3,0,6,-6,1
CCCn1cc(CN2CCCC(C(=O)c3ccc4c(c3)OCO4)C2)c(C)n1 (stereo not given),0,8,·,0,-2,4,2,9

# 3 entries already listed, arranged by the number in PGC1a acetyl inh, ascending:
Structure,PGC1a acetyl inh
CCc1nn(CC(=O)NCCCN(C)C2CCCCC2)c(=O)c2cc3occc3n12,-1
Cc1cccc(CN2CCC(CNC(=O)C3CCCN(S(=O)(=O)c4cnc[nH]4)C3)CC2)c1 (stereo not given),0
CCN1CCCC1CNC(=O)CSCc1nc(-c2ccccc2C)oc1C (stereo not given),3

# Other entries:
SMILES,miR-122 sensor,RAD52 inh,E-sel inducer,Cneo AK release,ERAP1 HTS inh,RAD54 branch,PglD DTNB,PGC1a acetyl inh
COc1ccc(CN(C)C[C@H]2OCCCC[C@H](C)Oc3ccc(NS(=O)(=O)c4ccc(Cl)cc4)cc3C(=O)N([C@H](C)CO)C[C@@H]2C)cc1,8[16.7 µM],49,·,1,-3,5,-1,11
C[C@@H]1CN([C@H](C)CO)C(=O)c2cc(NS(=O)(=O)c3cn(C)cn3)ccc2O[C@@H](C)CCCCO[C@@H]1CN(C)C(=O)Cc1ccccc1,-15[16.7 µM],0,0.0,-2,-1,-30,-1,-12
Cc1cc(NC(=O)CSc2nc(-c3ccccc3)cs2)no1,-6,·,·,-3,·,-3,1,-26
CC1(Oc2cccc(C#N)c2)CCN(Cc2ccc(-c3ccccn3)cc2)C1 (stereo not given),-1,-22,0.1,0,1,0,2,·
Cc1cccc(S(=O)(=O)N2CC[C@@H]3[C@H]2c2cc(-c4cccc(C#N)c4)ccc2N(C)[C@H]3CO)c1,-9[16.7 µM],9,-0.5,4,0,-2,-1,-19
CCN(CC(=O)Nc1c(F)cccc1F)C(=O)CC1CCCCC1,-4,-9,-0.7,0,-4,1,-1,7
COc1ccc(C(=O)N(C)Cc2ccc(C)o2)cc1OC1CCN(C(C)=O)CC1,·,-16,-0.6,2,-3,5,-2,·
CCSc1nc(=S)n(Cc2ccccc2)c(C)c1C(C)=O,-1,-2,0.2,1,-1,-12,4,0
CSC[C@H](NC(=O)Cc1c(C)c2cc3c(C)c(C)oc3cc2oc1=O)C(=O)N[C@@H](Cc1ccccc1)C(=O)O,2,·,·,0,·,-8,5,-17
COc1cc(NC(=O)C2CCC(CNS(=O)(=O)c3csc(C(N)=O)c3)CC2)cc(OC)c1 (stereo not given),·,-12,·,-1,-3,5,-4,·
C[C@@H]1CCCCO[C@H](CN(C)C(=O)Nc2ccc(F)cc2)[C@H](C)CN([C@@H](C)CO)C(=O)c2cc(NS(=O)(=O)c3ccc(F)cc3)ccc2O1,-2[16.7 µM],·,-0.3,-1,·,0,0,8
Cc1cccc(C)c1OC(=O)CN(c1ccc(Cl)cc1)S(C)(=O)=O,·,·,-0.5,0,·,4,0,-5
COc1ccc(OC(C)C(=O)NCCc2nc3ccccc3[nH]2)cc1 (stereo not given),-3,·,·,3,·,-8,5,·
O=C(C[C@@H]1C=C[C@H](NC(=O)C2CCC2)[C@H](CO)O1)Nc1nccs1,·,-16,0.0,0,1,1,0,-5
CC1(C)CC(=O)C2=C(C1)Nc1cc3c(cc1C2c1ccc(F)cc1)OCO3 (stereo not given),3,·,·,-1,·,7,3,-15
Cc1ccc2c(C)c(C(=O)NCCc3ccco3)oc2c1C,0,-29,-0.1,-2,-1,8,-1,-4
CCCNC(=O)N(C)C[C@H]1Oc2cc(C#CC(C)(C)O)ccc2S(=O)(=O)N([C@H](C)CO)C[C@H]1C,32[16.7 µM],-2,-0.5,1,0,-4,-6,4
NS(=O)(=O)c1ccc(NC(=S)N2CCCC2)cc1,-1,-3,0.2,1,-6,6,1,23
CNC[C@H]1Oc2c(NS(=O)(=O)c3cn(C)cn3)cccc2C(=O)N([C@@H](C)CO)C[C@@H]1C,-5[16.7 µM],-10,0.0,-2,6,14,2,0
C[C@@H]1CN([C@H](C)CO)C(=O)c2cc(-c3cccc(F)c3)cnc2O[C@H]1CN(C)Cc1cccnc1,1[16.7 µM],12,1.4,1,-3,9,-1,4
CCN(C(=O)c1ccccc1Cl)c1ccccc1,0,·,·,0,·,1,0,11
CCCCCC(=O)OCc1ccc(C2=CC(=O)CC(C)(C)C2=O)cc1,-7,-11,·,6,·,-11,-1,3
Cc1ccc(C)c(S(=O)(=O)N2CCCOC2CNC(=O)C(=O)NCc2cccnc2)c1 (stereo not given),-4,-17,-0.2,0,-1,-6,4,-2
O=C(CN(C(=O)Cn1nnc(-c2ccc(F)cc2)n1)c1ccc(F)cc1)NC1CCCC1,5,-2,0.1,4,-2,1,0,-1
CN(C)C1=NCCN1CCc1cccc(F)c1,2,-20,0.0,0,-1,-2,1,2
# Next part
SMILES,miR-122 sensor,RAD52 inh,E-sel inducer,Cneo AK release,ERAP1 HTS inh,RAD54 branch,PglD DTNB,PGC1a acetyl inh
Cc1ccc(CNC(=O)CCC2CCCN(C(=O)CCC(F)(F)F)C2)o1 (stereo not given),-2,-19,·,-1,2,2,4,-6
O=C(Nc1ccccc1O)c1cc(S(=O)(=O)N2CCOCC2)ccc1Cl,0,·,·,2,·,2,1,10
O=C(NCN1CCN(c2ccccc2F)CC1)c1cccnc1,-1,·,·,-8,·,-18,6,4
CN(C(=O)c1ccc2ccccc2c1)c1ccccn1,-6,-6,0.0,-1,4,-3,4,-6
CCN(CC)CC(=O)Nc1sc2c(c1C(=O)c1ccccc1C)CCC2,4,-18,-3.2,-1,-1,-5,2,0
CCN1CCN(Cc2ccc(NC(=O)c3ccc(C)c(NC(=O)c4nccn4C)c3)cc2C(F)(F)F)CC1,-6,6,-0.1,0,·,3,3,-2
COCC(=O)NC[C@@H]1N[C@@H](CO)[C@H]1c1ccc(C2=CCCCC2)cc1,0[16.7 µM],-36,0.3,-4,-3,-2,0,2
COc1ccc(-n2c(O)c(/C=N/n3cnnc3)c3ccccc3c2=O)cc1,2,·,·,-1,·,-12,-8,-13
Cc1ccc(S(=O)(=O)NC(=O)NCc2ccccc2)cc1,2,·,·,-1,·,3,-6,-10
N#C[C@@H]1[C@H](c2ccc(C#Cc3cccc(F)c3)cc2)[C@@H](CO)N1C(=O)C1CCCC1,·,-74,-0.6,-8,0,-2,5,-3
CC(C)NC(=O)Nc1ccc2c(c1)C(=O)N([C@H](C)CO)C[C@@H](C)[C@@H](CN(C)S(=O)(=O)c1ccc(F)cc1)O2,34[16.7 µM],-8,0.0,-2,-3,-4,2,-1
C#Cc1ccc(NC(=O)C2(C)CCN2C(=O)C2(c3ccccc3)CC2)cc1 (stereo not given),-1,-14,-5.5,0,-1,1,4,-21
COCC(=O)N1C[C@H](C)[C@H](OC)CN(C)C(=O)c2cc(NC(=O)c3ccc(F)cc3)ccc2OC[C@H]1C,2[16.7 µM],-7,-0.2,-3,-1,8,-2,-7
CC(C)CC#Cc1ccc2c(c1)O[C@H](CN(C)S(=O)(=O)c1ccc(F)cc1)[C@H](C)CN([C@@H](C)CO)S2(=O)=O,7[16.7 µM],-7,-2.2,2,3,1,-2,6
O=C(NC1=NCCS1)c1cc(-c2ccccc2)nn1-c1ccccc1,-5,·,·,-3,·,-5,4,·
C[C@@H]1CN([C@@H](C)CO)C(=O)c2cccc(NS(=O)(=O)c3cn(C)cn3)c2O[C@H]1CN(C)Cc1ccc2c(c1)OCO2,10[16.7 µM],0,·,16,2,-3,1,-4
